# KLK7 zymogen act: activators of human kallikrein-7 zymogen; actives 0.9% (n = 370,000); purified proKLK7, EDANS-DABCYL substrate fluorescence; 100% is mature enzyme control, 0% vehicle; activation, % at 7 µM; P49862;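 active = activation above the mean of all tested compounds plus 3 SD, computed per campaign excluding outliers beyond control limits, cut at about 13% in these data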
# ASAP1 GAP inh: inhibitors of human ASAP1 ArfGAP activity. ASAP1-stimulated ARF1 GTP hydrolysis, GDP FP detection. actives 0.19% (n = 360,000). inhibition, % at 16.5 µM; in the data active = inhibition above about 25%;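 also: 0% = vehicle with enzyme and substrate and 100% = no enzyme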
# UHRF1 MBD2 ctr: human UHRF1 methylated DNA binding inhibitors; Q96T88; UHRF1 binding to methylated oligo, TR-FRET; inhibition, % at 4.4 µM; actives 0.75% (n = 370,000); AID 687016; in the data active = inhibition above about 21%;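 also: UHRF1 SRA domain binding a hemimethylated CpG hairpin DNA probe; 0% = median of test compound wells and 100% = reference inhibitor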
# DDE Tn7 FP inh: disrupts Tn7 cyclic peptide binding to fibrin D-Dimer-E complex | P02675 | FP displacement of FITC-Tn7 peptide from fibrin DD(E); 0% = median of compound wells per plate | inhibition, % at 8.3 µM | actives 0.13% (n = 370,000) | AID 720508;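 active = inhibition above the mean of compounds falling within the control limits plus 3 SD of them, cut at about 14% in these data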;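 also: 0% = plate median of compound wells and 100% = 10 µM Aha-Tn7 peptide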
#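 Test system: human clot-derived fibrin DD(E) complex / Quantity: 2 µM final DD(E) protein / Incubation: 10 min plus 3 h, room temperature / Measured by: fluorescence polarization / Benchmarks: high control of 10 µM Aha-Tn7 peptide / Replicates: singlicate testing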
# PLC-beta3 inh: blocks human PLC-beta3 enzyme activity | AID 720704 | Purified PLC-beta3, fluorogenic substrate, fluorescence | Q01970 | inhibition, % at 12.2 µM | actives 0.18% (n = 370,000); in the data active = inhibition above about 11%;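 also: 0% = median of compound wells on plate and 100% = full blocker control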
# Target sequence (Q01970 whole entry, looked up): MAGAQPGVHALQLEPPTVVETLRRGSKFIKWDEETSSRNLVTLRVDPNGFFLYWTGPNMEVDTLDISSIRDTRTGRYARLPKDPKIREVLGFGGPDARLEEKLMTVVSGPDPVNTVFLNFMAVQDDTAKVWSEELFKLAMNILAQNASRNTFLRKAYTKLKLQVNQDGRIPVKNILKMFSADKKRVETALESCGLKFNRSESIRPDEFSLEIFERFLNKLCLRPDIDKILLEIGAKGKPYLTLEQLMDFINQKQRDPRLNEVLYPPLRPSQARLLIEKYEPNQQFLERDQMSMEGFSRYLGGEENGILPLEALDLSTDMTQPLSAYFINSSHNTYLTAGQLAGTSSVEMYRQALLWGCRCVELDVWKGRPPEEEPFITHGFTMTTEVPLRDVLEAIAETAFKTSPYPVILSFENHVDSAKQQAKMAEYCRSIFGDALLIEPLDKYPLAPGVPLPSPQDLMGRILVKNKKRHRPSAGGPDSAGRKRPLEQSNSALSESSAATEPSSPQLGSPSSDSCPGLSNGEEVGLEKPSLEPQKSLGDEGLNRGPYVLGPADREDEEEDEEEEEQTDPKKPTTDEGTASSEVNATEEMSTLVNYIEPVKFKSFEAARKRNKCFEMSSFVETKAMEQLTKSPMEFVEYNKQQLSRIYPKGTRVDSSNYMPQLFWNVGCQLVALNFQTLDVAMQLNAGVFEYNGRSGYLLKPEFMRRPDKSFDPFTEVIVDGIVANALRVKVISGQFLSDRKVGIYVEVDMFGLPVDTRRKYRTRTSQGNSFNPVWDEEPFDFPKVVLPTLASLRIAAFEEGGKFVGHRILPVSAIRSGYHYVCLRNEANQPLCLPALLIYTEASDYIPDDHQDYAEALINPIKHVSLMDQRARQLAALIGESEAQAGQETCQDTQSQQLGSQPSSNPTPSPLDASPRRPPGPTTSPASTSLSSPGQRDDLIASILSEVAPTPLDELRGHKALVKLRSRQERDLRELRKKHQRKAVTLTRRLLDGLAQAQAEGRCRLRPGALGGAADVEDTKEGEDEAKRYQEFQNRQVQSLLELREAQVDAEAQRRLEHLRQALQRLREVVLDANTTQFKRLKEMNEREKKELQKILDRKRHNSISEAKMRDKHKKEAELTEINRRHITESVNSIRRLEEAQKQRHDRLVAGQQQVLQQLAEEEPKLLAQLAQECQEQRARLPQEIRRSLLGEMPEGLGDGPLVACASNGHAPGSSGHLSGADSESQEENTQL
# sPLA2-III inh: Inhibits HGIII-sPLA2 liposome hydrolysis, primary screen; QFRET BODIPY PC-A2 liposome hydrolysis, fluorescence; inhibition, % at 12.2 µM; actives 0.56% (n = 370,000);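 active = inhibition above mean plus 3 SD of compounds lying within the high and low control bounds, cut at about 19% in these data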;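 also: 0% = median of test compound wells and 100% = no enzyme DMSO wells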
# Rev-erbA mod: Rev-erb alpha (human) modulation; activity, % at 10 µM; Rev-erbα–FITC-DNA binding, fluorescence polarization, 90 min; actives 0.79% (n = 370,000);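 active = activity above about 14%, limit read from the data; passing the limit was not always enough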;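 also: 0% = DMSO wells with 35 nM protein and 100% = DMSO wells with 750 nM protein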
# PLC-gamma1 inh: PLC-gamma1 (human) inhibition, primary screen; purified PLC-gamma1, fluorogenic substrate, fluorescence; inhibition, % at 12.2 µM; actives 0.84% (n = 370,000); AID 720700; in the data active = inhibition above about 9.5%
# ARFGAP1 inhibitor: inhibitors of rat ARFGAP1 | Q62848 | Arfgap1-stimulated ARF1 GTP hydrolysis, GDP FP detection | inhibition, % at 16.5 µM | actives 0.26% (n = 360,000);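 active = inhibition above a per-plate limit, mean inhibition of low control wells plus 3 SD, cut at about 25% in these data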;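 also: 0% = DMSO wells with enzyme and 100% = wells lacking Arfgap1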
#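 System: truncated rat Arfgap1 GAP domain / Benchmarks: high control wells lacking Arfgap1, low control full reaction with DMSO / Times: compound-enzyme preincubation 20 min, reaction 120 min, detection 60 min, 25 °C / Repeats: one replicate per compound / Also added: human ARF1(Δ1-17)-GTP substrate / Measured by: Tracer-displacement fluorescence polarization with EDTA stop, 620/688 nm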
# DDE Tn6 FP inh: disrupts Tn6 cyclic peptide binding to fibrin D-Dimer-E complex; Fibrin DD(E) TRITC-Tn6 fluorescence polarization displacement; actives 0.21% (n = 370,000); AID 720509; inhibition, % at 8.3 µM; P02675;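 active = inhibition above a per-campaign cutoff: mean of compounds within control limits plus 3 SD, cut at about 15% in these data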;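 also: 0% = median of all compound wells on the plate and 100% = blocking peptide control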
# The depositor's hits bear a star.
Structure | KLK7 zymogen act | ASAP1 GAP inh | UHRF1 MBD2 ctr | DDE Tn7 FP inh | PLC-beta3 inh | sPLA2-III inh | Rev-erbA mod | PLC-gamma1 inh | ARFGAP1 inhibitor | DDE Tn6 FP inh
COCC(C)n1c(SCc2ccc(C(=O)OC)cc2)nc2ccccc2c1=O (configuration not stated) | 0.2 | -4 | -5 | -6 | -6 | -5 | 2 | 2 | 7 | 2
COc1ccccc1C(CNC(=O)c1cccc(S(=O)(=O)Nc2ccc(F)cc2)c1)N(C)C (configuration not stated) | -0.7 | 2 | -1 | 11 | -5 | -9 | -3 | 1 | -8 | -3
Cc1ccc(Nc2ccc([N+](=O)[O-])nc2[N+](=O)[O-])cc1 | -0.2 | 4 | -11 | 0 | 4 | 0 | 1 | 4 | -5 | -1
CCN(CC)S(=O)(=O)c1ccc2[nH]c(=O)c3ccccc3c2c1 | 0.1 | -7 | 2 | -1 | -7 | 8 | -4 | 2 | -1 | -4
COc1ccc(F)cc1C(=O)C1CCCN(Cc2cn(C)c3ccccc23)C1 (configuration not stated) | 0.0 | 12 | 0 | 7 | 4 | -11 | -1 | -2 | 1 | 12
O=C(Nc1nc(-c2ccccn2)cs1)c1cc2ccccc2o1 | -0.1 | 11 | 17 | 2 | -53 | 31* | -2 | -57 | -9 | -5
COc1ccc(C2C=C(Nc3ccccc3)C(=O)N2c2ccccc2)cc1OC (configuration not stated) | -1.9 | -1 | -2 | 4 | -379 | -16 | 9 | -329 | 3 | -4
CCn1c(=S)[nH]c2cc(C(=O)OC)ccc2c1=O | -0.1 | 1 | -1 | 1 | 6 | 9 | 2 | 2 | 3 | 2
CCSCc1nc(N)nc(NCCc2ccccc2)n1 | -0.1 | 13 | 2 | -9 | -4 | -2 | 1 | -1 | 3 | 3
Nc1nonc1NC(=O)CSc1nc2ccccc2s1 | 0.0 | 4 | -3 | 10 | -2 | -15 | 1 | 2 | 5 | 4
COCCNC(=S)Nc1ccc2[nH]c(=O)[nH]c2c1 | 0.3 | 0 | 5 | -7 | -6 | 8 | -4 | 1 | 6 | 1
NC(c1ccccc1)c1csc(NC(=O)Nc2ccc(OC(F)(F)F)cc2)n1 (configuration not stated) | -0.8 | 6 | -2 | 6 | 1 | 9 | 3 | 4 | 21 | -10
CC1CN/C(=C\C(=O)c2ccc(Cl)cc2)C(=O)N1 (configuration not stated) | -0.1 | 3 | 1 | 2 | 6 | -2 | -2 | 3 | 1 | -6
COc1cc(F)ccc1S(=O)(=O)NCc1cccnc1 | -0.5 | -2 | 4 | -2 | -6 | 3 | 0 | 0 | -9 | 6
Cc1cc(C)c(S(=O)(=O)NCc2cccnc2)c(C)c1 | 0.5 | -2 | 2 | -8 | -5 | -5 | -1 | -4 | 8 | 4
CCCC(=O)Nc1ccccc1-c1nnn(CC(=O)Nc2ccc(OC)cc2)n1 | -0.6 | 6 | 2 | -5 | 2 | -1 | 3 | 0 | -3 | -2
O=c1[nH]c(C2CCN(S(=O)(=O)c3ccc(S(=O)(=O)NC4CC4)cc3)CC2)nc2c1nnn2Cc1ccccc1 | -0.2 | 1 | 0 | 2 | -34 | -57 | 2 | 0 | 7 | -5
Cc1cc(NC(=O)c2cc(-c3ccc(C)c(C)c3)nc3ccccc23)no1 | -8.2 | 10 | 1 | 2 | -104 | 6 | 4 | -101 | 2 | 2
O=C(Nc1ccc(F)cc1)N(Cc1ccco1)Cc1cc2cc3c(cc2[nH]c1=O)OCO3 | -0.2 | 4 | -3 | -2 | -12 | 0 | 15 | -8 | 9 | 0
CCOC(=O)C(=O)N(Nc1ccccc1C)c1ccccc1C | -0.1 | -1 | 4 | 0 | -3 | -7 | 0 | 2 | -7 | -4
Cc1cc(N2CCCCC2)ccc1[N+](=O)[O-] | 0.3 | -1 | -1 | 8 | -2 | 8 | 2 | -1 | 0 | -1
CCc1nnc(NC(=O)CSc2ccc(-c3ccc(C)cc3)nn2)s1 | -0.6 | -5 | 3 | 1 | 1 | 2 | 1 | 0 | 8 | 3
Cc1c(C(N)=O)c(N)c(C(=O)c2ccccc2)n1-c1ccccc1 | 0.7 | 0 | -1 | 0 | 6 | 0 | -2 | 2 | 7 | -2
CC1(C)Cn2c(nnc2-c2cccc(O)c2)S1 | -0.1 | 4 | -2 | -2 | 0 | 6 | 0 | 4 | 1 | 1
Cc1ccc(CNC(=O)CCCc2cn(C)c3ccccc23)cc1 | 0.2 | 9 | 3 | 5 | -8 | 4 | -2 | 0 | 7 | 1
CN(c1ccccc1C(=O)Nc1ccc(S(=O)(=O)N2CCOCC2)cc1)S(=O)(=O)c1ccccc1 | -0.1 | 13 | 3 | -4 | 2 | -2 | 2 | 1 | -8 | 4
O=[N+]([O-])c1nn(-c2ccccc2)[n+]([O-])c1N1CCN(c2ccccc2)CC1 | 0.1 | -5 | -3 | 5 | -3 | 3 | -4 | 1 | -14 | -4
CN(C)CCN1C(=O)C(=O)/C(=C(/O)c2ccc3c(c2)OCCO3)C1c1ccccn1 (configuration not stated) | -0.1 | -8 | -2 | -3 | 1 | 2 | -1 | 1 | -7 | -5
Cc1ccccc1C#CC1=CC(=O)CC(C)(C)C1 | -0.1 | -1 | 0 | -2 | 0 | -4 | -1 | 3 | 2 | 0
O=c1c2ccccc2ncn1-c1cccc(Cl)c1 | 0.3 | -12 | 1 | -5 | 2 | 7 | 2 | 5 | -1 | 4

# Ordered by value in ASAP1 GAP inh (smallest number first): three from the list above.
SMILES	ASAP1 GAP inh
O=c1c2ccccc2ncn1-c1cccc(Cl)c1	-12
CCN(CC)S(=O)(=O)c1ccc2[nH]c(=O)c3ccccc3c2c1	-7
COc1ccc(F)cc1C(=O)C1CCCN(Cc2cn(C)c3ccccc23)C1 (configuration not stated)	12

# Just DDE Tn7 FP inh and ASAP1 GAP inh, for two of the compounds above:
compound,DDE Tn7 FP inh,ASAP1 GAP inh
COc1ccc(F)cc1C(=O)C1CCCN(Cc2cn(C)c3ccccc23)C1 (configuration not stated),7,12
Cc1c(C(N)=O)c(N)c(C(=O)c2ccccc2)n1-c1ccccc1,0,0

# Next entries follow:
Structure | KLK7 zymogen act | ASAP1 GAP inh | UHRF1 MBD2 ctr | DDE Tn7 FP inh | PLC-beta3 inh | sPLA2-III inh | Rev-erbA mod | PLC-gamma1 inh | ARFGAP1 inhibitor | DDE Tn6 FP inh
COc1ccc([N+](=O)[O-])cc1N(CC(=O)Nc1ccccc1C(=O)NC(C)C)S(C)(=O)=O | 0.1 | -6 | 1 | 0 | 2 | 1 | 1 | 5 | -7 | -7
COc1ccc(C(F)(F)F)cc1NC(=O)c1nc2nc(C)cc(C(F)F)n2n1 | 0.4 | 8 | 4 | 1 | 1 | -4 | 8 | 0 | 10 | 4
O=c1c(-c2nnc(SCc3ccc(Cl)cc3Cl)o2)cccn1Cc1ccccc1 | -6.8 | 6 | -1 | -3 | -107 | -3 | 8 | -90 | 13 | 2
Cc1onc(-c2ccccc2)c1C(N)=O | -0.4 | -1 | -1 | 2 | -3 | 4 | 7 | -1 | 4 | 2
O=C(C1=C[C@H](c2ccccc2)C[C@H](OCCCCO)O1)N1CCOCC1 | 0.5 | 11 | -3 | 0 | 1 | 5 | -7 | -3 | -2 | 8
Cc1ccc(C(=O)Nc2ccc(Nc3ccccc3)cc2)cc1C | 0.4 | 23 | -2 | -6 | -26 | 13 | 2 | -17 | 4 | 5
NS(=O)(=O)c1ccc(Cl)cc1[N+](=O)[O-] | -0.3 | -8 | 2 | -8 | -2 | 1 | -2 | 2 | -1 | 5
O=C(Nc1ccc(S(=O)(=O)N2CCCC2)cc1)C1COc2ccccc2O1 (configuration not stated) | -0.6 | 6 | 5 | 3 | -4 | -2 | -8 | 1 | 16 | -2
Cc1cccnc1NC(=O)c1ccc2c(c1)OCO2 | 0.1 | -5 | -1 | 8 | -6 | 6 | 0 | -1 | 8 | 2
O=C(CNC(=O)c1ccccc1)OC(C(=O)O)c1ccc(F)cc1 (configuration not stated) | -0.4 | 0 | 3 | -4 | 0 | 7 | -6 | 3 | -8 | -1
O=C(O)C1CC(=O)N(CCc2c[nH]c3ccccc23)C1 (configuration not stated) | -0.3 | 11 | 1 | 5 | 0 | 3 | 1 | 0 | 6 | 6
COC(CNC(=O)c1ccc(N2CCC3(CC2)OCCO3)c([N+](=O)[O-])c1)OC | 0.4 | 5 | 3 | -5 | 1 | 23* | 4 | 1 | -5 | 9
CCC(CC)c1nnc(NC(=O)c2ccco2)s1 | 0.1 | -9 | 0 | -5 | -2 | 1 | 9 | 0 | 15 | 1
Cc1occc1C(=O)NC(C)C12CC3CC(CC(C3)C1)C2 (configuration not stated) | -0.6 | 3 | -3 | 4 | 1 | -3 | -4 | 4 | -5 | 8
Cc1cc(Cl)cc(Cl)c1OCCCCN(C)C | -0.2 | -6 | 22* | -8 | -2 | -7 | -4 | 2 | -5 | 0
COc1ccc(C)cc1-n1ccn(CC(=O)Nc2ccc(Br)cc2F)c(=O)c1=O | -0.4 | 22 | 1 | 3 | -5 | 15 | -3 | -1 | 13 | -2
COc1ccc(-n2c(Cc3cccn3C)nnc2SCC(=O)Nc2ccccc2C)cc1 | 0.3 | 5 | -2 | -7 | -1 | -30 | 0 | 3 | 0 | -2
O=C(Nc1ccccc1)Nc1cc([N+](=O)[O-])ccc1F | 0.1 | 2 | 1 | 0 | 1 | 1 | -1 | -3 | 4 | -5
N#Cc1ccccc1OCc1cccc(S(=O)(=O)N2CCOCC2)c1 | 0.0 | 5 | 13 | -2 | -3 | 1 | 4 | 1 | 15 | -9
COc1ccc(-c2nc(SCC(=O)NC3CCCC3)c(-c3ccc(OC)cc3)[nH]2)cc1 | -0.3 | 6 | 1 | 3 | -2 | 3 | -3 | -3 | 0 | -1
CCN(CC)C(=O)CN(c1ccc(F)c(Cl)c1)S(C)(=O)=O | -0.4 | 3 | 2 | -8 | -1 | 8 | 0 | 3 | 2 | -1
CCOc1ccc(-c2nnc3sc(COc4ccc(C)cc4)nn23)cc1 | 0.1 | 2 | -4 | 0 | -1 | -3 | 0 | 3 | 8 | -2
O=C(Nc1ccc(C(F)(F)F)cc1)c1csc(-c2ccncc2)n1 | 0.7 | 2 | 3 | -6 | 4 | 6 | 1 | 8 | -5 | -7
CSC(=Nc1ccccc1)Nc1ccccc1 | 0.1 | 7 | 0 | 8 | -6 | -7 | -4 | -1 | -3 | 5
CCN1C(=O)c2cccc3c(NC(=O)c4cccc(N5C(=O)CCC5=O)c4)ccc1c23 | 1.9 | 5 | -5 | 2 | -124 | 1 | 0 | -78 | -5 | 3

# Record cards, from the list above:
# O=C(Nc1ccccc1)Nc1cc([N+](=O)[O-])ccc1F reads KLK7 zymogen act = 0.1; ASAP1 GAP inh = 2; UHRF1 MBD2 ctr = 1; DDE Tn7 FP inh = 0; PLC-beta3 inh = 1; sPLA2-III inh = 1; Rev-erbA mod = -1; PLC-gamma1 inh = -3; ARFGAP1 inhibitor = 4; DDE Tn6 FP inh = -5
# CSC(=Nc1ccccc1)Nc1ccccc1 reads KLK7 zymogen act = 0.1; ASAP1 GAP inh = 7; UHRF1 MBD2 ctr = 0; DDE Tn7 FP inh = 8; PLC-beta3 inh = -6; sPLA2-III inh = -7; Rev-erbA mod = -4; PLC-gamma1 inh = -1; ARFGAP1 inhibitor = -3; DDE Tn6 FP inh = 5

# Source: PubChem BioAssay
